PLAP inhibitors HTS = PLAP enzyme inhibitors, biochemical, luminescence, HTS (AID 690); Alkaline phosphatase, placental type (Homo sapiens); purified PLAP, luminescent substrate; higher % means a stronger effect; inhibition, % at 20 µM; hits with a dose series show IC50 in µM; 96,000 compounds, 0.08% hits; in the data active = a potency from the dose series; inactive = the rest, 99 in 100 with inhibition below about 30%; note: strong numbers were not always called active
Bcl-B displacement = displacers of TR3 peptide from Bcl-B, primary screen, selectivity assay for Bfl-1 inhibitor project, biochemical, fluorescence polarization. Bcl-2-like protein 10 (Homo sapiens). FP displacement of FITC-TR3 peptide from Bcl-B; higher % means a stronger effect. displacement, % at 20 µM, or IC50 in µM where a hit was titrated. 96,000 compounds, 0.11% hits. AID 748, 2007;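 active = displacement above 50% at 20 µM plus a fluorescence interference ratio under 1.5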;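 note: plate controls were wells without compound for no effect and wells lacking Bcl-B protein for full effect; a part of the inactive calls stands beside numbers as strong as those of hits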
NFkB transloc pot = enhancers of NFkB p65 translocation in HUVEC – imaging, IL-1B stimulus, high-content imaging, primary screen. activation, % at 2 µM. 94,000 compounds, 0.3% hits. AID 819, 2007. HUVEC IL-1B NFkB p65 nuclear translocation imaging;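 active = activation above 40%, about the mean plus 3 SD, also judged a hit on visual image review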;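 note: percent activation is computed from the nuclear over cytoplasmic p65 intensity ratio; values of inactives mirror those of a sister screen read the other way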
MRP resist rev = reversal of MRP1-mediated doxorubicin resistance, primary screen, H69AR cells, doxorubicin co-treatment. H69AR cells + 2 uM doxorubicin, CellTiter-Glo, 72 h. differential viability (reversal), % at 10 µM. 85,000 compounds, 0.04% hits;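 active = viability drop by adding the cancer drug above about 55%, with treated viability meeting a 40% cutoff, limit read from the data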;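 note: viability without doxorubicin minus viability with 2 µM doxorubicin for each compound; larger differential means the compound sensitizes cells more to doxorubicin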
IL1B NFkB inh = inhibitors of IL-1B driven NFkB p65 nuclear import, primary screen, imaging, HUVEC, IL-1B stimulus, high-content imaging; AID 796, 2007; HUVEC IL-1B NFkB p65 nuclear translocation imaging; 94,000 compounds, 0.43% hits; inhibition, % at 2 µM;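 active = inhibition above about 30% together with a positive call from visual inspection of the well image, limit read from the data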;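 note: nuclear over cytoplasmic p65 intensity ratio measured by imaging; 0% = IL-1B stimulated DMSO wells and 100% = unstimulated DMSO wells; values of inactives mirror those of a sister screen read the other way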
MRP resist rev cytotoxicity = second read-out of MRP resist rev, no call of its own (marks repeat the call); viability, %; H69AR cells, CellTiter-Glo, 72 h; measured here: cytotoxicity without doxorubicin
MRP resist rev with doxorubicin = also measured in MRP resist rev; calls as there; viability, %; measured here: viability with 2 uM doxorubicin; hits give low values
IL1B NFkB inh cell count 2 µM = further read-out of IL1B NFkB inh, marked with its call; cell count; measured here: cells passing quality filter;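 raw number of nuclei counted in each imaged well without normalization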
NFkB transloc pot cell count 2 µM = second read-out of NFkB transloc pot, no call of its own (marks repeat the call); cell count; measured here: cells passing quality filter
* marks the source's active call; other numbers are inactive results; nt = no result given. These rows are one share of the data; count on the stated rates, not on these rows.

SMILES	PLAP inhibitors HTS	Bcl-B displacement	NFkB transloc pot	NFkB transloc pot cell count 2 µM	MRP resist rev	MRP resist rev cytotoxicity	MRP resist rev with doxorubicin	IL1B NFkB inh	IL1B NFkB inh cell count 2 µM
Cc1ccc2nc(C(C)O)[nH]c2c1 (centres undefined)	-11%	2%	10	189	-1	87	89	-10	189
O=C1Nc2ccccc2C(O)(C(=O)NCc2ccc3c(c2)OCO3)N1c1ccccc1 (centres undefined)	-46%	-6%	nt	nt	19	104	86	nt	nt
O=c1c2[nH]c3ccccc3c2ncn1CCC1=CCCCC1	9%	-2%	-2	114	7	99	92	2	114
CCc1cc2cc3c(cc2nc1SCC(=O)Nc1nnc(C)s1)OCCO3	-26%	0%	-2	122	nt	nt	nt	2	122
COc1ccc(CCNc2nc3ccccc3n3nnnc23)cc1OC	20%	-49%	2	68	0	85	85	-2	68
COC(=O)CSc1nnc(CSc2nc(C)cc(C)n2)n1Cc1ccco1	-24%	-3%	6	137	5	105	100	-6	137
COC(=O)C1=C(C)NC(C)=C(C(=O)OC)C1c1ccc(N(C)C)cc1	-17%	-4%	10	109	8	91	83	-10	109
COc1cccc(OCC(O)CN2CCN(CCO)CC2)c1 (centres undefined)	7%	-2%	11	138	-4	97	100	-11	138
Cc1cccc(NC(=O)CN(C)S(=O)(=O)c2cccs2)c1	29%	-43%	nt	nt	14	96	82	nt	nt
CO/C([O-])=N/c1c[n+](-c2ccc(C)cc2)no1	14%	-4%	-7	150	-13	93	106	8	150
COC(=O)C1=C(C)NC(=O)NC1c1cc(Cl)ccc1OC (centres undefined)	6%	-12%	13	119	11	99	88	-13	119
CCOC(=O)c1c(NC(=O)Cc2cccs2)sc(C)c1C	24%	-3%	3	79	1	95	93	-3	79

One compound at a time, from the list above.
CCc1cc2cc3c(cc2nc1SCC(=O)Nc1nnc(C)s1)OCCO3 reads PLAP inhibitors HTS = -26%; Bcl-B displacement = 0%; NFkB transloc pot = -2; NFkB transloc pot cell count 2 µM = 122; MRP resist rev = nt; MRP resist rev cytotoxicity = nt; MRP resist rev with doxorubicin = nt; IL1B NFkB inh = 2; IL1B NFkB inh cell count 2 µM = 122
CO/C([O-])=N/c1c[n+](-c2ccc(C)cc2)no1 reads PLAP inhibitors HTS = 14%; Bcl-B displacement = -4%; NFkB transloc pot = -7; NFkB transloc pot cell count 2 µM = 150; MRP resist rev = -13; MRP resist rev cytotoxicity = 93; MRP resist rev with doxorubicin = 106; IL1B NFkB inh = 8; IL1B NFkB inh cell count 2 µM = 150
COC(=O)C1=C(C)NC(C)=C(C(=O)OC)C1c1ccc(N(C)C)cc1 reads PLAP inhibitors HTS = -17%; Bcl-B displacement = -4%; NFkB transloc pot = 10; NFkB transloc pot cell count 2 µM = 109; MRP resist rev = 8; MRP resist rev cytotoxicity = 91; MRP resist rev with doxorubicin = 83; IL1B NFkB inh = -10; IL1B NFkB inh cell count 2 µM = 109

Further records
SMILES	PLAP inhibitors HTS	Bcl-B displacement	NFkB transloc pot	NFkB transloc pot cell count 2 µM	MRP resist rev	MRP resist rev cytotoxicity	MRP resist rev with doxorubicin	IL1B NFkB inh	IL1B NFkB inh cell count 2 µM
COc1ccc(C(=O)Nc2cccc(C(C)=O)c2)c(OC)c1OC	-48%	-2%	nt	nt	7	87	80	nt	nt
Cc1c(C(=O)O)sc2nc3n(c(=O)c12)CCCCC3	12%	-3%	16	149	4	79	74	-16	149
Cc1cc(-c2ccccc2)nc2cc(C(=O)N(Cc3ccccc3)Cc3ccccc3)nn12	nt	nt	-1	108	-22	40	61	1	108
O=S(=O)(NCc1cccnc1)c1ccc(Cl)s1	-15%	0%	-59	16	13	95	82	59*	16*
COc1ccc2cc3cc(C(=O)Nc4cc(OC)c(OC)c(OC)c4)oc3nc2c1	9%	-2%	-8	166	6	87	81	8	166
CSc1sc(C)cc1C1C(C#N)=C(N)N(c2cccnc2)C2=C1C(=O)CCC2 (centres undefined)	-4%	10%	3	105	30	65	36	-3	105
Cc1ccc(S(=O)(=O)N2CCN(Cc3nc4ccccc4[nH]3)CC2)cc1C	-35%	3%	17	182	-48	35	83	-17	182
Cc1ccc(S(=O)(=O)NCCNC(=O)CN2CCCC2)cc1	-10%	2%	9	61	-7	99	106	-7	61
Cc1ccc(C2C3CN(C(C)C)CC=C3C(C#N)=C(N)C2(C#N)C#N)cc1 (centres undefined)	-28%	85%	nt	nt	nt	nt	nt	nt	nt
COc1ccc2c(c1)OC(O)(C(F)F)CC2=O (centres undefined)	-4%	-5%	-3	109	5	95	90	3	109
Oc1cccc(-c2nc3ccc4ccccc4c3c3c2CCC3)c1	-73%	7%	19	162	nt	nt	nt	-19	162
OC(COCC1COc2ccccc2O1)CN1CCN(c2ccccn2)CC1 (centres undefined)	-38%	1%	2	155	8	95	87	-2	155
Cc1cc(=O)oc2c1c(C)nn2-c1ccc(C(=O)OC(C)C)cc1	-10%	-7%	nt	nt	-2	106	107	nt	nt
CCOC(=O)C1=C(N)n2c(s/c(=C\c3cccnc3)c2=O)=C(C(=O)OC)C1c1cccnc1 (centres undefined)	nt	nt	20	120	-19	44	63	-20	120
O=C(NCCc1ccc(Cl)cc1)C1CCN(S(=O)(=O)N2CCCC2)CC1	-11%	-8%	-4	113	12	100	88	4	113
O=C(Nc1ccccc1C(F)(F)F)N1CCN(c2ccc3nnc(-c4ccc(F)cc4)n3n2)CC1	-28%	-1%	nt	nt	nt	nt	nt	nt	nt
COc1cccc(-n2c(C)n[nH]c2=O)c1	15%	6%	-8	144	nt	nt	nt	8	144
CCOC(=O)N1CCC(NC(=O)c2cc(C(=O)Nc3ccc(OC)c(OC)c3)ccc2CO)CC1	-24%	-3%	4	192	-8	88	96	-4	192
Cc1ccc2cc(C#N)c(SCC(=O)Nc3ccc4sc(C)nc4c3)nc2c1	14%	-8%	-1	133	nt	nt	nt	0	133
CC(C)CCn1c(Cl)nc2c1c(=O)n(C)c(=O)n2C	-7%	-2%	-8	122	-2	91	93	8	122
CN1CCN(C(=O)CN(c2cc(C(F)(F)F)ccc2Cl)S(C)(=O)=O)CC1	-62%	0%	9	173	2	96	94	-9	173
Cc1nn(Cc2c(Cl)cccc2Cl)c(C)c1NC(=O)/C=C/c1cnn(C)c1C	-46%	0%	10	162	nt	nt	nt	-10	162
Cc1cc(Nc2ccccc2)n(-c2nc3ccccc3[nH]2)n1	-15%	-1%	nt	nt	-35	37	72	nt	nt
O=C(NNc1nc2ccccc2nc1C(F)(F)F)c1ccccc1	-42%	-1%	11	121	nt	nt	nt	-11	121
CN(C)c1ccnc(-n2cccc2/C=N/OCc2ccccc2)c1C#N	19%	3%	nt	nt	14	104	90	nt	nt
COC(=O)C(NC(C)=O)(Nc1nc(C)cs1)C(F)(F)F (centres undefined)	7%	-18%	2	179	6	96	90	-2	179
COc1cc(CN2CCN(c3ccc(C)cc3)CC2)cc([N+](=O)[O-])c1O	15%	-2%	1	163	nt	nt	nt	-1	163
CC1CCN(C(=O)c2ccccc2NC(=O)c2cccc(S(=O)(=O)N3CCOCC3)c2)CC1	-52%	-7%	nt	nt	nt	nt	nt	nt	nt
Nc1ccc2ncccc2c1	2%	5%	-3	110	-4	83	88	3	110
COC(=O)c1ccc(Cn2cnc3c(cnn3-c3ccc(F)cc3)c2=O)o1	10%	1%	4	123	16	85	69	-4	123
COc1ccc(OCC(=O)N2CCN(C(=O)c3cccs3)CC2)cc1	nt	nt	-43	94	14	98	85	43*	94*
N#Cc1ccc(Cn2c(=O)c(C#N)c3n(c2=O)CCC3)cc1	10%	-12%	7	109	3	101	98	-7	109
Cc1c(C(=O)OC(C)C)[nH]c2c1C(=O)CC(C)(C)C2	-6%	0%	-96	14	-13	61	73	96*	14*
O=C(NCCN1CCN(Cc2ccc([N+](=O)[O-])cc2)CC1)C(=O)Nc1ccccc1	2%	-1%	8	73	nt	nt	nt	-8	73
CCOc1cc(C(C#N)N2CCCCC2)ccc1OC (centres undefined)	0%	-9%	-3	163	-2	105	107	3	163
O=C(Nc1ccc(F)cc1)c1ccc(S(=O)(=O)NCC2CCCO2)cc1 (centres undefined)	-1%	1%	-12	87	4	97	94	12	87
COc1ccc(CCNC(=O)CN(C2CCCCC2)S(C)(=O)=O)cc1	-15%	-4%	-5	78	-8	90	98	4	78
COc1ccc(N(C)S(=O)(=O)c2c(C)[nH]c(=O)[nH]c2=O)c(OC)c1	-12%	4%	2	118	1	91	90	-2	118
O=C(CSc1nnnn1-c1cccnc1)Nc1ccc(OCc2ccccc2)cc1	13%	0%	10	124	nt	nt	nt	-10	124
O=C(NNC(=O)c1cnccn1)c1cccc([N+](=O)[O-])c1	nt	nt	11	112	-5	75	80	-11	112
Cc1nc2c(C)cccn2c1/C(O)=C1\C(=O)C(=O)N(CCN(C)C)C1c1ccncc1 (centres undefined)	-5%	7%	15	203	nt	nt	nt	-15	203
CCCSc1nnc2n(N)c(=O)c3ccccc3n12	23%	-9%	2	163	14	94	80	-2	163
COCCNC(=O)COc1ccc(C)c(C)c1	-24%	-8%	-5	44	-11	86	98	5	44
CC(C)(C)n1nc2c(c1NC(=O)c1ccc(S(=O)(=O)N3CCCCC3)cc1)CS(=O)C2 (centres undefined)	-28%	-4%	-9	118	7	95	87	9	118
Cc1cccc(N(CC(=O)N/N=C/c2ccc(OCC(=O)NCc3ccco3)cc2)S(C)(=O)=O)c1C	-61%	-22%	14	159	nt	nt	nt	-14	159
Cc1cccc(-c2noc(CCC(=O)Nc3ccccc3)n2)c1	-7%	-8%	10	93	-6	98	104	-10	93
CC1=NOC(=O)/C1=C/c1ccc(N(C)C)cc1	-1%	5%	-3	185	nt	nt	nt	3	185
Cc1nc(-c2cnn(-c3ccccc3)c2)c2cc(C)oc2n1	2%	0%	nt	nt	-21	59	80	nt	nt

Looked up by structure from the entries so far, five records:
SMILES	PLAP inhibitors HTS	Bcl-B displacement	NFkB transloc pot	NFkB transloc pot cell count 2 µM	MRP resist rev	MRP resist rev cytotoxicity	MRP resist rev with doxorubicin	IL1B NFkB inh	IL1B NFkB inh cell count 2 µM
COC(=O)CSc1nnc(CSc2nc(C)cc(C)n2)n1Cc1ccco1	-24%	-3%	6	137	5	105	100	-6	137
CCOC(=O)c1c(NC(=O)Cc2cccs2)sc(C)c1C	24%	-3%	3	79	1	95	93	-3	79
COC(=O)C1=C(C)NC(C)=C(C(=O)OC)C1c1ccc(N(C)C)cc1	-17%	-4%	10	109	8	91	83	-10	109
O=S(=O)(NCc1cccnc1)c1ccc(Cl)s1	-15%	0%	-59	16	13	95	82	59*	16*
CCCSc1nnc2n(N)c(=O)c3ccccc3n12	23%	-9%	2	163	14	94	80	-2	163

(next part)
SMILES	PLAP inhibitors HTS	Bcl-B displacement	NFkB transloc pot	NFkB transloc pot cell count 2 µM	MRP resist rev	MRP resist rev cytotoxicity	MRP resist rev with doxorubicin	IL1B NFkB inh	IL1B NFkB inh cell count 2 µM
Clc1ccc(-c2noc(CCCOc3ccccc3)n2)cc1	28%	-4%	-84	173	-6	97	103	84*	173*
O=C(CN1C(=O)c2ccccc2C1=O)Nc1ccc(S(=O)(=O)NCC2CCCO2)cc1 (centres undefined)	8%	0%	17	171	-4	95	99	-17	171
Cc1cc(NS(=O)(=O)c2ccc(NC(=O)CCCOc3ccccc3)cc2)no1	-14%	-65%	45*	173*	-32	85	116	-45	173
COc1ccc(C(=O)Nc2nc3ccc4nc(C)sc4c3s2)cc1	-7%	9%	7	54	8	93	85	-7	54
CC1(C)Cc2c(C#N)c(OCC(=O)c3ccccc3)nc(-c3ccoc3)c2CO1	2%	-3%	39	131	8	63	55	-39	131
COc1ccccc1N(CC(=O)NCc1ccccc1)C(=O)CCC(=O)Nc1ccccn1	nt	nt	26	152	-5	88	93	-26	152
Cc1nc2c(C(=O)NCc3ccc(F)cc3)c[nH]n2c(=O)c1Cl	-8%	-1%	-1	208	-3	99	102	1	208

Assay outcomes as filed in PubChem BioAssay.
